# M1 PAM parental: M1 PAM counterscreen hit in parental CHO-K1 cells | activation, % at 3 µM | actives 0.02% (n = 360,000) | ATP EC20, Fluo-8 calcium fluorescence; 0% at ATP EC20, 100% at ATP max | AID 602247;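 active = activation above the run cutoff, the mean activation of all test compounds plus 3 SD, cut at about 40% in these data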;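 note: peak over basal fluorescence ratio in a 140 s read after ATP addition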
# M4 antag: antagonists of human muscarinic M4 receptor (CHRM4); P08173; CHO-hM4 cells, ACh EC80, Fluo-8 calcium fluorescence; inhibition, % at 3 µM; actives 0.73% (n = 360,000);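 active = inhibition above its plate's cutoff, the mean inhibition of sample wells plus 3 SD, cut at about 27% in these data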;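 note: 0% = acetylcholine EC80 with DMSO and 100% = DMSO without agonist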
# Target sequence (P08173 whole entry, looked up): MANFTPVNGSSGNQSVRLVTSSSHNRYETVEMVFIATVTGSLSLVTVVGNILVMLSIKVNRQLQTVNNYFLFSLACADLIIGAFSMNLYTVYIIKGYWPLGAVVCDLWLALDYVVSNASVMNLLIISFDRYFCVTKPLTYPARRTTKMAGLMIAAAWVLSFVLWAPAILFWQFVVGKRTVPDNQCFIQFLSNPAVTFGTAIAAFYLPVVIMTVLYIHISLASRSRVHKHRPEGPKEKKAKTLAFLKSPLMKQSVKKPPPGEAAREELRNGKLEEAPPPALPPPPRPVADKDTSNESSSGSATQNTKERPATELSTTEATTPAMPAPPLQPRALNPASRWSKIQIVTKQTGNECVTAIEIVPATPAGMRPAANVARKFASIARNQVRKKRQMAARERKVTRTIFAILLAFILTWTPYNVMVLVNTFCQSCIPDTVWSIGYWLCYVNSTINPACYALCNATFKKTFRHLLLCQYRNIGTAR
# CHO-K1 Ca antag: M1 antagonist counterscreen hit in parental CHO-K1 cells. actives 0.6% (n = 360,000). ATP-induced calcium, Fluo-8 fluorescence. AID 602250. inhibition, % at 3 µM;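 active = inhibition above a per-plate cutoff, the plate's mean sample inhibition plus 3 SD, cut at about 24% in these data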;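 note: 0% = DMSO plus EC80 ATP and 100% = DMSO alone without ATP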
# M1 ag parental: nonselective activator or artifact in parental CHO-K1 cells; AID 602248; actives 0.48% (n = 360,000); activation, % at 3 µM; Fluo-8 calcium fluorescence; scaled to maximal ATP response, vehicle zero; in the data active = activation above about 15%;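 note: untransfected CHO-K1 host cells lacking M1 receptor as counterscreen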
# CHRM4 PAM: CHRM4 positive allosteric modulation; CHO-K1 hM4/Gqi5, Fluo-8 calcium fluorescence, ACh EC20; 0% = ACh EC20, 100% = maximal ACh; activation, % at 3 µM; actives 0.4% (n = 360,000);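 active = activation above its plate's cutoff, the mean activation of sample wells plus 3 SD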; note: some results filed as inactive read as strong as hits
# M5 antag: CHRM5 antagonism in calcium assay; P08912; CHO-hM5 cells, Fluo-8 calcium fluorescence, ACh EC80; inhibition, % at 3 µM; actives 0.59% (n = 360,000);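 active = inhibition above a per-plate cutoff, the mean of that plate's test compounds plus 3 SD, cut at about 27% in these data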;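 note: 0% = acetylcholine EC80 with DMSO and 100% = DMSO without agonist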
# Target sequence (P08912 whole entry, looked up): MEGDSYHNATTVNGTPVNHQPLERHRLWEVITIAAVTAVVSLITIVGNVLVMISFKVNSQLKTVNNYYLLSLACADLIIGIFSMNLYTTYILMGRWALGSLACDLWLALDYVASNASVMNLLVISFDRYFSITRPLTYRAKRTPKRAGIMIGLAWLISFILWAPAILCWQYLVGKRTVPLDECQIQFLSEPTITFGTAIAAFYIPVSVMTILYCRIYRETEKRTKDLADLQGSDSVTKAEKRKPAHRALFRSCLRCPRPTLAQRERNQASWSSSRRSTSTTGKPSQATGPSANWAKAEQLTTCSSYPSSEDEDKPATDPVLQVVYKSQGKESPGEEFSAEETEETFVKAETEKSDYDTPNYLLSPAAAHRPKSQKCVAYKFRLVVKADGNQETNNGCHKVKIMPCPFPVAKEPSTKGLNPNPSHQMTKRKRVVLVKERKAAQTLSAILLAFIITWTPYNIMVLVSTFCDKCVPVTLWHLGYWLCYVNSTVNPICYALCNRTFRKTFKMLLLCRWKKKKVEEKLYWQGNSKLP
# CHRM4 agonist: agonists of human muscarinic M4 receptor (CHRM4); P08173; CHO-K1 hM4/Gqi5, Fluo-8 calcium fluorescence; vehicle 0%, full acetylcholine response 100%; activation, % at 3 µM; actives 0.14% (n = 360,000);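 active = activation above the run mean over all test wells plus 3 SD, cut at about 32% in these data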;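 note: peak over basal fluorescence ratio per well then scaled between controls; 0% = DMSO wells and 100% = acetylcholine at EC100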
# M5 PAM: CHRM5 positive allosteric modulation. CHO-K1 hM5, Fluo-8 calcium, ACh EC20 PAM; 0% = ACh EC20, 100% = ACh EC100. actives 0.3% (n = 360,000). activation, % at 3 µM;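 active = activation above the run cutoff, the mean activation of all test compounds plus 3 SD, cut at about 18% in these data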
#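 Assay system: CHO-K1 hM5 cells. Also added: acetylcholine at EC20 concentration, added after compound. Dosing: 3 µM, single dose. Times: compound preincubation 140 s before EC20 acetylcholine addition. Signal: Fluo-8 calcium fluorescence. Measure: % activation relative to EC20 and EC100 ACh responses. Repeats: singlicate, one well per test compound.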
# M5 ag: CHRM5 agonism in calcium assay. CHO-K1 hM5 cells, Fluo-8 calcium fluorescence; 0% DMSO wells, 100% maximal acetylcholine response. actives 0.19% (n = 360,000). activation, % at 3 µM. AID 624037;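 active = activation above the run's mean over test compounds plus 3 SD, cut at about 23% in these data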;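 note: signal is peak over basal fluorescence ratio across the kinetic read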
# Numbers without * were called inactive; / = no result given.
SMILES,M1 PAM parental,M4 antag,CHO-K1 Ca antag,M1 ag parental,CHRM4 PAM,M5 antag,CHRM4 agonist,M5 PAM,M5 ag
COc1cccc(C(=O)Nc2cc(OC)ccc2NC(=O)c2ccco2)c1,2.7,-12.9,-12.0,4.3,-6.7,-9.2,12.8,-5.3,-0.2
C[C@H](CO)N1C[C@H](C)[C@@H](CN(C)Cc2ccc3c(c2)OCO3)Oc2c(NC(=O)Cc3ccccc3)cccc2C1=O,-8.7,10.3,-2.2,2.9,-4.7,6.8,16.5,-15.6,0.1
CCOC(=O)c1cc(NC(=O)N(C(C)C)C2CCCCC2)c(C)nc1C,-2.5,9.4,4.1,0.7,-8.9,11.8,1.7,-7.1,-1.4
Cc1cc(N2CC(C)OC(C)C2)n2cc(-c3ccccc3)nc2n1 (stereo unspecified),9.9,3.3,-12.7,1.4,0.2,-1.6,2.0,3.5,0.1
O=C(CCc1ccccc1)NCCS(=O)(=O)N1CCN(c2ccccc2)CC1,10.3,4.3,0.2,2.0,-3.1,-3.5,3.4,1.0,3.2
FC(F)(F)c1cccc(NC(=S)NC2CCCC2)c1,-15.7,2.6,24.6*,9.4,-7.4,10.8,10.0,-17.0,5.8
CS(=O)(=O)N1N=C(c2ccco2)CC1c1ccc(Cl)cc1 (stereo unspecified),7.0,12.7,-8.7,0.4,3.2,3.8,1.6,2.9,-0.3
COc1cccc(NC(=O)Cn2c(=O)n(-c3cc(OC)c(OC)c(OC)c3)c(=O)c3ccccc32)c1,-10.9,14.4,-2.3,0.2,-5.5,6.1,2.5,3.0,-3.0
COc1ccc(Br)cc1C(=O)Nc1nnn(C)n1,11.2,0.0,-11.7,0.2,0.3,-4.5,0.3,-0.3,-4.5
CC(C)(C#N)N([O-])C=C[N+](=O)C(C)(C)C#N,9.3,3.8,-1.6,0.1,4.8,-6.2,1.1,3.4,0.2
O=C(COc1ccccc1)N/N=C/c1sc(=O)n(Cc2cccc(C(=O)O)c2)c1Cl,11.2,0.6,-8.3,-0.1,-2.2,10.9,0.6,1.8,-0.5
COc1ccc(NC(=O)C2(C)Cc3c(-c4ccc5c(c4)OCO5)ccnc3O2)cn1 (stereo unspecified),17.6,-10.2,-20.2,0.4,5.3,-0.4,0.7,0.6,-1.2
COC(=O)c1cnc(Nc2cccc(C(F)(F)F)c2)c([N+](=O)[O-])c1,-14.2,-12.8,3.5,-0.1,1.8,-3.8,-0.5,8.2,2.7
Cc1cccc(N2CCN(C(=O)C3CCC(=O)N(Cc4ccccc4F)C3)CC2)c1C (stereo unspecified),20.5,-28.1,-15.3,7.2,1.1,-8.0,6.9,-4.9,0.3
CCOC(=O)C1C(=O)OC(C)(C)C1C(C)C(=O)c1ccccc1 (stereo unspecified),18.2,-0.8,-8.6,0.3,6.0,9.5,0.9,-7.9,1.3

# Compound profiles, from the list above.
# Record of CCOC(=O)c1cc(NC(=O)N(C(C)C)C2CCCCC2)c(C)nc1C = M1 PAM parental = -2.5; M4 antag = 9.4; CHO-K1 Ca antag = 4.1; M1 ag parental = 0.7; CHRM4 PAM = -8.9; M5 antag = 11.8; CHRM4 agonist = 1.7; M5 PAM = -7.1; M5 ag = -1.4
# Record of COc1cccc(C(=O)Nc2cc(OC)ccc2NC(=O)c2ccco2)c1 = M1 PAM parental = 2.7; M4 antag = -12.9; CHO-K1 Ca antag = -12.0; M1 ag parental = 4.3; CHRM4 PAM = -6.7; M5 antag = -9.2; CHRM4 agonist = 12.8; M5 PAM = -5.3; M5 ag = -0.2

# Additional entries:
SMILES,M1 PAM parental,M4 antag,CHO-K1 Ca antag,M1 ag parental,CHRM4 PAM,M5 antag,CHRM4 agonist,M5 PAM,M5 ag
O=C(O)c1cc2c(ncc3c(=O)n(-c4ccccc4)[nH]c32)s1,10.7,9.1,-9.3,0.4,-2.4,7.7,-0.4,-1.7,3.0
COc1cc(NC(=O)N[C@@H](Cc2ccccc2)C(=O)O)cc(OC)c1,11.9,0.1,-6.0,0.7,-6.5,-7.9,1.4,1.7,0.3
C[C@H](CO)N1C[C@H](C)[C@@H](CN(C)S(=O)(=O)c2cccs2)Oc2c(NC(=O)C3CC3)cccc2C1=O,16.9,-9.9,-9.8,0.6,2.6,-20.1,1.6,6.2,5.0
O=C(NCc1cccc(Cl)c1)c1ccncc1,18.7,-20.8,-6.7,2.9,12.6,5.7,2.0,-1.8,0.0
O=C(O)CC1S/C(=N\N=C/c2ccccc2O)N(c2ccc(O)cc2)C1=O (stereo unspecified),8.1,3.0,-4.8,-0.3,8.4,-12.6,0.5,2.8,-1.0
Cc1nn(-c2ncc(C(F)(F)F)cc2Cl)c(=O)n1-c1c(F)cccc1F,16.4,0.5,-14.2,0.6,-2.4,2.1,0.5,-3.3,-0.5
CC(C)c1ccc(/C=C/C(=O)NCCCc2ccccc2)cc1,-2.0,7.1,5.0,-0.6,14.0,-1.5,-1.0,7.3,-3.3
CCC(C(=O)Nc1cnccn1)c1ccccc1 (stereo unspecified),19.7,-3.8,-11.9,1.7,-0.8,-0.7,0.8,3.0,0.3
Cc1ccccc1S(=O)(=O)N1C(c2ccc(Cl)cc2)CC=C(C(=O)O)C1c1cccc(Cl)c1 (stereo unspecified),/,8.2,/,/,6.0,9.8,4.0,-7.3,-2.7
COc1ccc(NC(=O)C2CCCN2C(=O)NC2CCCCC2)cc1OC (stereo unspecified),23.7,-9.1,-11.3,0.8,24.4,-4.8,0.8,7.0,-3.7
O=C(CNC(=O)c1ccccc1)OCCCOC(=O)CNC(=O)c1ccccc1,6.8,-8.3,-3.8,0.1,10.6,-4.2,3.0,0.7,-2.2
CCc1ccc(NC(=O)c2ccnc(C(C)(C)C)c2)cc1,3.3,1.6,-8.0,0.3,3.7,-5.0,-0.6,4.3,-2.5
NC(=O)CN1CCOCCOCCN(CC(N)=O)CCOCC1,-8.8,-1.2,-2.5,0.0,4.3,5.3,0.7,-0.8,2.0
CC1CCCCC1NC(=O)COC(=O)c1ccc2ncsc2c1 (stereo unspecified),1.2,0.4,-13.4,0.5,11.9,-0.4,1.9,2.9,1.7
CCC(C)c1ccccc1OCCCNC1CCCC1 (stereo unspecified),10.9,-11.4,-1.0,2.8,-6.2,5.6,5.5,-2.1,-11.9

# Reprinted at random: 2 records from the list
SMILES,M1 PAM parental,M4 antag,CHO-K1 Ca antag,M1 ag parental,CHRM4 PAM,M5 antag,CHRM4 agonist,M5 PAM,M5 ag
C[C@H](CO)N1C[C@H](C)[C@@H](CN(C)S(=O)(=O)c2cccs2)Oc2c(NC(=O)C3CC3)cccc2C1=O,16.9,-9.9,-9.8,0.6,2.6,-20.1,1.6,6.2,5.0
COc1ccc(NC(=O)C2CCCN2C(=O)NC2CCCCC2)cc1OC (stereo unspecified),23.7,-9.1,-11.3,0.8,24.4,-4.8,0.8,7.0,-3.7

# Additional compounds.
SMILES,M1 PAM parental,M4 antag,CHO-K1 Ca antag,M1 ag parental,CHRM4 PAM,M5 antag,CHRM4 agonist,M5 PAM,M5 ag
Cc1ccc(Nc2nc3ccccc3n3cnnc23)cc1C,5.7,-4.6,-10.9,1.6,-3.6,4.2,0.8,0.0,-3.0
O=c1c(OC2OC(CO)C(O)C(O)C2O)c(-c2ccc(O)c(O)c2)oc2cc(O)cc(O)c12 (stereo unspecified),11.8,1.7,-15.7,1.2,2.8,7.3,3.0,-1.6,4.9
COc1ccc(/C=C/c2nnc(NC(=O)C(C)C)s2)cc1,19.5,0.7,-5.7,1.6,-3.8,13.4,1.2,-1.1,0.6
O=C(c1cc(-c2ccccc2)on1)N1CCN(Cc2ccc3c(c2)OCO3)CC1,-3.8,9.9,1.6,0.1,1.1,7.3,-0.4,1.9,-0.4
CC(C)N(Cc1cc2ccccc2[nH]c1=O)C(=O)c1cccnc1,-7.0,14.8,10.2,0.3,2.9,6.3,0.1,-9.4,-2.2
Cc1csc(=O)n1CCC(=O)N(C)Cc1c(F)cccc1Cl,16.8,-5.2,-16.4,4.8,3.8,8.3,1.4,8.4,0.2
CCn1c(-c2ccccc2)c[nH]c1=S,-2.4,-6.7,5.1,-0.4,14.5,0.2,1.2,3.0,1.1
CC(C(=O)Nc1ccccc1)c1ccc(-c2ccccc2)c(F)c1 (stereo unspecified),-5.1,20.1,-0.2,2.8,-11.1,10.4,9.3,-15.1,3.8
CC(=O)N[C@@H](CS)C(=O)O,16.4,-16.6,-3.6,-0.2,1.7,-7.3,1.3,1.6,-0.1
C=CCn1c(NC(=O)CC)c(C(=O)OCC)sc1=S,15.0,-1.4,-2.6,0.7,1.6,-2.2,-0.4,3.4,-2.2
O=C(COC(=O)c1cnccn1)c1ccc(C2CCCCC2)cc1,-15.1,-0.4,-9.4,0.2,1.8,8.0,1.8,-2.6,-5.1
CCn1c(Cc2cccn2C)nnc1SCC(=O)c1ccc(C)cc1,-8.3,7.8,4.5,0.1,-5.5,-1.5,-1.0,-2.5,-1.4
CCOC(=O)CC(NS(=O)(=O)c1ccc(OC)c(OC)c1)c1cccc([N+](=O)[O-])c1 (stereo unspecified),15.7,9.2,-3.1,-0.3,8.4,-0.4,1.0,-0.5,-3.5
O=C(N/N=C/c1ccoc1)c1ccccc1,-3.5,-0.9,7.0,8.7,-2.9,7.2,1.4,-4.4,-1.7
COc1cccc(NC(=S)N(CCCN2CCOCC2)C(C)c2cc3cccc(OC)c3o2)c1 (stereo unspecified),-17.8,-3.1,3.0,-0.1,-1.8,7.8,0.7,1.7,-4.7
CC(C)CC1(C)N=C(c2ccccc2)C(=S)N1 (stereo unspecified),-4.5,-11.6,-5.6,-0.3,13.1,12.4,-1.4,2.6,-10.1
Cc1ccc(C(C(=O)NC2CCCCC2)N(Cc2cccnc2)C(=O)c2csnn2)cc1 (stereo unspecified),13.8,10.3,-11.2,0.3,-8.9,7.8,1.4,0.2,-2.2
Cc1c(NC(=O)c2ccc(F)c(S(=O)(=O)N3CCOCC3)c2)c(=O)n(-c2ccccc2)n1C,11.2,-16.2,-0.7,0.6,11.8,-6.9,1.4,-0.2,-4.6
CC1=Nc2cc(C(=O)N3CCCCC3)ccc2Sc2ccc(C)cc21,10.7,1.3,-7.1,2.5,1.3,11.5,1.5,-7.2,-2.3
CC(OC(=O)C1=NNC(=O)CC1)C(=O)Nc1ncc(Cl)cc1Cl (stereo unspecified),-18.4,-1.7,-0.1,-0.2,6.2,5.6,2.5,0.6,2.2
CCc1nc2ccccc2c(C(=O)OCCN2C(=O)c3ccccc3C2=O)c1C,6.1,1.5,-1.8,3.0,-14.2,11.0,8.6,-18.2,0.7
CCOC(=O)N1CCN(C(=O)c2ccc3c(=O)n(CCC4=CCCCC4)c(=S)[nH]c3c2)CC1,13.6,-3.3,-7.0,0.0,11.2,-10.4,1.0,11.5,0.8
CC1CCc2sc(C(=O)N/N=C/c3ccc([N+](=O)[O-])cc3)cc2C1 (stereo unspecified),-13.6,13.3,13.7,0.2,-3.4,-7.5,0.6,5.0,1.7
COc1ccc(C(=O)NC(=S)NNC(=O)c2ccccc2C)cc1,-30.8,11.6,23.9*,85.0*,-51.3,27.6*,122.6*,-27.4,59.3*
CNC(=S)Nc1ccc(C(N)=O)cc1,7.9,2.6,-4.1,0.9,14.2,-4.0,1.4,7.3,-1.4
COc1ccc2[nH]c3c(c2c1)CCN1C(=O)C(CC(=O)NCCCn2ccnc2)C[C@H](C(=O)N2CCCCC2)[C@@]31C (stereo partly specified),-2.6,-9.8,-4.0,0.1,2.2,-2.5,-0.1,0.2,-0.5
N/C(=N\OC(=O)CCCOc1ccc(Cl)cc1Cl)c1ccccn1,17.4,-3.2,-5.4,1.6,5.3,-4.1,1.3,8.5,-2.8
O=C1/C(=C/c2cccs2)Cc2ccccc21,32.4,8.4,-11.7,0.0,-5.3,2.2,-0.6,2.4,-2.8
